# High-throughput results (PubChem BioAssay)
# Pf Dd2 growth: Plasmodium falciparum Dd2 growth inhibition. P. falciparum Dd2 growth, SYBR Green, 72 h. Potency, µM (doses to about 28.9 µM), for inactives: at the top dose activity, negative = inhibition, hits mostly inhibitors. 4.3% of 120,000 active; active = well fitted inhibition curve with a large enough effect; inconclusive = small, poorly fitted or top-dose-only effect; inactive = no such curve, though single readings can be large or run the other way;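 note: plate controls were DMSO vehicle for no effect and reference drug for full effect; nearly all actives have a fitted effect of over 65% in size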
#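 Infected erythrocytes (Dd2, 0.3% parasitemia, 2.5% hematocrit final) are added to compound in RPMI-1640/Albumax II medium, grown 72 h at 37C in low oxygen, then lysed with saponin/Triton-X containing SYBR Green and read by fluorescence.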
# * = called active by the depositor; i = inactive; ? = inconclusive; [ ] = another dose, or the depositor's remark. Potency is the fitted concentration of half-maximal effect. Not all compounds are listed, so the mix of outcomes need not match the whole.
SMILES,Pf Dd2 growth
COc1ccc(C(=O)N2CCCCCNC(=O)[C@@H]3CCC[C@@H]32)cn1,-15.3%
CCN1CC(c2ccccc2)CC2(CCN(C(=O)c3cnc(C)nc3)CC2)C1 (configuration not stated),10.9%
COc1ccccc1CNC(=O)C(NS(=O)(=O)c1ccc2c(c1)CCN2C(C)=O)C(C)C (configuration not stated),1.5%
CCOc1ccc(CN(CCc2ccc3c(c2)OCO3)Cc2cc(OC)c(OC)cc2OC)cc1,?
C=CCNC(=O)c1cn2c(n1)CN(C(=O)OCc1ccccc1)CC2,-9.3%
O=C1NCCCCCN(C(=O)CC2CCCCC2)[C@@H]2C[C@@H](C(=O)N3CCc4ccccc4C3)C[C@H]12,7.08µM*
c1ccc(C2CCN(c3ccc4nnc(-c5ccccn5)n4n3)CC2)cc1,i
N#Cc1ccc(CN2CCC(N3CCOCC3=O)CC2)cc1,-2.8%
CCOC(=O)c1noc2nc(C)n(Cc3ccc([N+](=O)[O-])cc3)c(=O)c12,89.8%[activator]
COc1ccc(NC(=O)C2CCC(CNS(=O)(=O)c3cccs3)CC2)cc1OC (configuration not stated),-23.7%
O=C(NCc1ccccc1F)C1CCCN(C(=O)N2CCOc3ccccc32)C1 (configuration not stated),-1.1%
Cc1ccc(C)c(C(=O)CSc2nc3cc(C(=O)NC4CCCC4)ccc3c(=O)n2CC2CCCO2)c1 (configuration not stated),10µM*
CCC(C)NC(=O)CSc1nc2c(sc3ccccc32)c(=O)n1Cc1ccccc1Cl (configuration not stated),24.7%
Cc1cn2nnc(C(=O)N3CCC(C(=O)Nc4ccc(F)c(Cl)c4)CC3)c2c(=O)[nH]1,-0.9%
CNC(=O)c1cn2c(n1)CN(C(=O)c1cccnc1)CC2,6.2%[44.1 µM]
O=C(c1ccccc1Cl)N1CCN(C(=O)c2nnn3c2COC(c2ccccc2)C3)CC1 (configuration not stated),-4.7%
Cn1c(CCC(=O)N2CC[C@H](O)C2)nc2cc(S(=O)(=O)N3CCCC3)ccc21,13.1%
NC(=O)C1(N2CCCCC2)CCN(C(C(=O)O)c2ccc(N)c(F)c2)CC1 (configuration not stated),-9.9%
CC1(C)[C@H]2CC[C@@H](CNC(=O)C3CC3)[C@@H]1C2,?
CCCCNC(=O)c1ccc2c(c1)NC(=O)C(CS(=O)(=O)Cc1ccc(F)cc1Cl)N2 (configuration not stated),-14.4%
COc1ccc(C(=O)NCC(c2ccc(N(C)C)cc2)N2CCc3ccccc32)cc1 (configuration not stated),i[5.79 µM]
COCCN(C)C[C@@H]1CN(C(=O)c2ccc(=O)n(C)c2)C[C@@H]1CO,-23.9%
O=C(Cc1ccc(F)cc1)NC1CCN(c2ccccc2)C1=O (configuration not stated),1.0%
CN(c1ccccc1)c1ccc2nnc(-c3ccc(F)cn3)n2n1,?
COc1cc(CNCCSc2nnnn2C)ccc1OCc1c(F)cccc1Cl,?
Cc1cc(N(CCO)Cc2ccccc2)n2nc(-c3ccc(C(C)(C)C)cc3)nc2n1,?
COCc1ccc2c(c1)c(OC(C)(C)C(=O)NCc1cnccn1)nn2Cc1ccccc1,-23.6%
COc1ccc(OC)c(NC(=O)CN2C(=O)CC(c3ccco3)Sc3ccccc32)c1 (configuration not stated),i
CCOc1ccc(C(=O)N2CCC(c3nnc(-c4ccccc4OC)o3)CC2)cc1,-2.0%
Cc1ccc(OCc2nc(C3CCCCN3C(=O)NCc3ccc(F)cc3)no2)cc1 (configuration not stated),?
COCc1nnc2n1CCC(NC(=O)c1cscn1)CC2 (configuration not stated),-1.3%
N[C@@H]1CC[C@@H]1NC(=O)c1ccccc1OC(F)(F)C(F)F,?
CN(Cc1ccccc1)C(=O)C[C@@H]1O[C@H](CNC(=O)C2CCCC2)[C@@H](O)[C@H]1O,22.7%[44.1 µM]
CN1C(=O)c2cccn2CC1C(=O)NCc1cccc(F)c1 (configuration not stated),-21.8%
CN(C)CCNC(=O)c1cc2c(n1C)CCN(Cc1ccccc1)C2,12.6µM*
Cc1c(C(=O)Nc2ccc(-n3c(C)nc4ccccc4c3=O)cc2)cccc1[N+](=O)[O-],1.7%
O=C1CCN(S(=O)(=O)c2ccc3c(c2)CCC3)CCCCCCN1,-6.4%
N#Cc1cccc(-c2cn3c(n2)N(C(=O)c2ccccn2)CCC3)c1,i
CC(NC(=O)Cc1ccc(NC(=O)N2CCSc3ncccc32)cc1)c1ccccc1 (configuration not stated),i
O=C(C1CC1)N1CCC2(CC1)NCCc1c2[nH]c2ccccc12,-13.6%
O=C(CCC[C@@H]1[C@H]2CCCN3CCC[C@@H](CN1C(=O)NCc1ccc(F)cc1)[C@@H]23)NCC1CC1,-15.9%
CSCC(=O)N1CCC2(CCN(Cc3nccnc3C)CC2)C(CO)C1 (configuration not stated),-4.0%
Cc1ccc(Cl)cc1N1CCN(C(=O)c2ccc3c(c2)N(Cc2ccccc2F)C(=O)c2ccccc2S3=O)CC1 (configuration not stated),?
CCN(CC)S(=O)(=O)c1ccc2c(c1)N(CC(=O)Nc1c(C)cc(C)cc1C)C(=O)CS2,-4.5%
COC(=O)CC1Oc2ccc(F)cc2-n2cc(-c3ccc(C)cc3)nc21 (configuration not stated),?
CCc1ccc(NC(=O)N2C[C@@H](F)C[C@H]2C(=O)N2CCCCC2)cc1,15.9%
CC1(C(=O)N2CCCC(CCc3ccc(F)c(F)c3)C2)CC1 (configuration not stated),i
CN(CC1CCOC1)C(=O)NCc1ccc(F)cc1 (configuration not stated),38.2%[activator][5.79 µM]
O=[S+]([O-])(c1ccccc1)N1CC2(COCCN(c3nccc(C(F)(F)F)n3)C2)C1,21.2%[44.1 µM]
Cc1cccc(C(=O)N(Cc2ccccc2F)C2CCS(=O)(=O)C2)c1 (configuration not stated),-4.0%
CCn1cc(C(=O)NCc2ccccc2)c(=O)c2cc(S(=O)(=O)N3CCCCCC3)ccc21,?
COc1ccc(NC(=O)c2ccc3c(c2)OCCN(Cc2ncccn2)C3)c(F)c1,-10.9%[44.1 µM]
Cc1cc(C)cc(N2CCC(NC(=O)c3ccc4nc[nH]c4c3)C2=O)c1 (configuration not stated),-25.3%
Cc1ccc(CNC(=O)Cn2c(-c3ccccc3)nc(C)c(CCO)c2=O)cc1,7.4%
COc1ccc(OCC(=O)N2CCN(Cc3ccc(SC)cc3)CC2)cc1,-10.2%
CCC(C)NC(=O)CSc1nc2n[nH]c(C)c2c(=N)n1-c1cc(Cl)ccc1C (configuration not stated),?
Cc1cc(C)cc(C(=O)NC2CCN(c3cc(-c4ccc(F)cc4)[nH]n3)C2)c1 (configuration not stated),?
O=C(NCc1ccc(N2CCOCC2)cc1)C1CCN(c2cnc3nccnc3c2)CC1,i
CCCCc1cc(C[C@H]2CNCC[C@H]2CC(=O)NCc2ccc(F)cc2)no1,?
COCCNCc1nc2c(n1Cc1ccccc1)C(=O)N(Cc1ccccc1C#N)CCN2,?
# (cont.)
SMILES,Pf Dd2 growth
Cc1cccc(CN2CCCCC23Cc2ccccc2CNC3=O)n1 (configuration not stated),10µM*
COc1ccc(CN2CCCC(c3nn(-c4ccc(Cl)cc4)c(=O)[nH]3)C2)cc1 (configuration not stated),i
O=C(NCC1(c2ccccc2)CCCC1)C(=O)Nc1cccc(C(F)(F)F)c1,-4.2%
CCOc1cc(=O)n2c(c1C(=O)Nc1cc(OC)cc(OC)c1)CCCC2,-20.5%
Cc1cc(C)c(NC(=O)CSc2ccc(-c3ccccn3)nn2)c(C)c1,i
O=C(NCCOc1ccccc1)C1CN(Cc2ccccc2)C(=O)N1 (configuration not stated),-7.6%[44.1 µM]
COc1ccc(CN2C[C@H]3CN(S(=O)(=O)c4ccc(C)cc4)CCN3C2=O)cc1,-15.0%[44.1 µM]
CC(=O)c1cccc(Nc2nn(-c3ccc(OC(F)(F)F)cc3)nc2C(C)=O)c1,-18.9%
COc1cccc(CNC(=O)[C@@]23CCCC[C@H]2N(CCC(C)C)C(=O)CC3)c1OC,-32.0%
O=C(Nc1cccc(Br)c1)C1CC(=O)N(c2n[nH]c3cccc(F)c23)C1 (configuration not stated),-19.0%
Cc1nocc1C(=O)N1C[C@@H](COc2ccccc2)[C@H](C(N)=O)C1,-15.2%
Cc1cccc(CN2CCCC(O)(CNCc3cccc(F)c3)C2=O)c1 (configuration not stated),-5.7%
CC1(C(=O)NC2CCC2)CN(Cc2ccccc2)Cc2ccc(N3CCOCC3)nc21 (configuration not stated),i
CCn1cc(CN(C)C(=O)c2oc3c(C)c(C)ccc3c2C)cn1,i
COc1ccc2c(c1)-c1nc(NC(=O)c3ccc(Cl)cc3)sc1CC2,?
COc1cc(NC(=O)C2CN(S(=O)(=O)C3CC3)CC23CCCCC3)cc(OC)c1 (configuration not stated),?
CCC(=O)N1Cc2ccccc2CC2(CCN(CC3CCNCC3)C2)C1 (configuration not stated),7.7%
Cc1noc(-c2ccco2)c1C(=O)NCCOc1ccccc1,?
O=C(CCc1ccc(O)cc1)N1CCC2(CCNCC2)CC1,13.8%
C[C@H](O)c1onc(-c2ccc(F)cc2)c1C(=O)NC(C)(C)C,-11.2%[44.1 µM]
CCc1cccc(-n2nnnc2N2CCN(C(=O)Nc3ccc(C)c(F)c3)C(C)C2)c1 (configuration not stated),?
COCC(=O)Nc1ccc([C@@H](O)[C@H]2COCC(=O)N2Cc2ccccc2F)cc1,-15.3%[44.1 µM]
CCOC(=O)c1sc(NC(=O)CC[C@H]2NC(=O)c3ccccc3NC2=O)nc1C,?
O=C(Cc1c[nH]c2ccccc12)NCc1cccnc1N1CCOCC1,-0.9%
O=C(NCCC1=CCCCC1)c1ccc2c(c1)sc1nc(-c3ccc(F)cc3)cn12,?
CCn1cc2c3c(cccc31)CN(C(=O)c1ccc(OC)c(F)c1)CC2,-4.2%
CC(=O)c1ccc(NC(=O)O[C@@H]2CO[C@H]3[C@@H]2OC[C@@H]3NC(=O)c2ccco2)cc1,i
Cc1ccc(Cn2c(=O)c(-c3noc(C)n3)c3n(c2=O)CCCC3)cc1,i
CCn1c(=O)c2ccnn2c2ccc(C(=O)Nc3ccc(C)c(F)c3)cc21,?
Cc1ccc(Cn2cc(CCC(=O)NCc3ccccc3F)c3ccccc32)cc1,i

# An excerpt from above in order of molecular weight, rising:
SMILES,Pf Dd2 growth
O=C(CCc1ccc(O)cc1)N1CCC2(CCNCC2)CC1,13.8%
C[C@H](O)c1onc(-c2ccc(F)cc2)c1C(=O)NC(C)(C)C,-11.2%[44.1 µM]
Cc1noc(-c2ccco2)c1C(=O)NCCOc1ccccc1,?
O=C(Cc1c[nH]c2ccccc12)NCc1cccnc1N1CCOCC1,-0.9%
Cc1ccc(Cn2c(=O)c(-c3noc(C)n3)c3n(c2=O)CCCC3)cc1,i
CCC(=O)N1Cc2ccccc2CC2(CCN(CC3CCNCC3)C2)C1 (configuration not stated),7.7%
CCn1c(=O)c2ccnn2c2ccc(C(=O)Nc3ccc(C)c(F)c3)cc21,?
COc1ccc2c(c1)-c1nc(NC(=O)c3ccc(Cl)cc3)sc1CC2,?
Cc1ccc(Cn2cc(CCC(=O)NCc3ccccc3F)c3ccccc32)cc1,i
COCC(=O)Nc1ccc([C@@H](O)[C@H]2COCC(=O)N2Cc2ccccc2F)cc1,-15.3%[44.1 µM]
CCOC(=O)c1sc(NC(=O)CC[C@H]2NC(=O)c3ccccc3NC2=O)nc1C,?
O=C(NCCC1=CCCCC1)c1ccc2c(c1)sc1nc(-c3ccc(F)cc3)cn12,?
COc1cc(NC(=O)C2CN(S(=O)(=O)C3CC3)CC23CCCCC3)cc(OC)c1 (configuration not stated),?

# The list goes on:
SMILES,Pf Dd2 growth
Cc1cc(C)cc(NS(=O)(=O)c2ccc(N3CCCCS3(=O)=O)cc2)c1,-25.2%
Cc1cc(C(=O)N2CCNCC(O)C2)c(-c2ccccc2)o1 (configuration not stated),?
COC(=O)[C@@H]1Cc2c([nH]c3ccccc23)[C@H]2C[C@@H](NC3CC3)C[C@@H](c3ccc(F)cc3)N21,4.47µM*
C=CCN(Cc1nc(-c2cccc(Cl)c2)oc1C)C1CCS(=O)(=O)C1 (configuration not stated),?
CCOc1cccc(-c2noc(-c3ncn4c3COC(c3ccc(OC)cc3)C4)n2)c1 (configuration not stated),?
COc1ccc(CCNC(=O)CCc2c(C)nc3c(c(C)nn3-c3ccc(C)c(C)c3)c2C)cc1OC,?
CC(=O)NC1CC2(CCN(C(C)=O)CC2)Oc2ccccc21 (configuration not stated),-4.9%[44.1 µM]
COc1ccc(CC(=O)NC2CCN(c3ccccc3)C2=O)c(Cl)c1 (configuration not stated),?
CCc1ccccc1Nc1nn2c(=O)c3ccc(C(=O)NC(C)C)cc3nc2s1,-19.9%
CC(=O)N1Cc2ccccc2CC2(CCCN(CC3CCOCC3)C2)C1 (configuration not stated),-5.4%
CCC(c1cccs1)N1C(=O)[C@H]2CNC[C@H]2C1=O (some centres not stated),-15.8%
Cc1cccc(Cn2c(=O)n(CCc3ccccc3)c(=O)c3sc4ccccc4c32)c1,-11.6%
Cc1cc(C(F)(F)F)nn1CC(=O)N1CCc2n[nH]c(=O)n2CC1,20.5%
CN(C)[C@@H]1[C@@H](NS(=O)(=O)c2cccc3c2OCCO3)[C@H]2CCO[C@H]21,-16.7%
COCc1nc(CCNC(=O)Cc2ccccc2)no1,45.1%[activator]
O=C(Nc1ccccc1)c1ccc2c(c1)OCCN(CCC(F)(F)F)C2,i
O=C1Cc2c(-c3cccc(CO)c3)n[nH]c2CN1CC1CC1,12.5%[44.1 µM]
CCN(c1cccc(C)c1)C(CNS(=O)(=O)c1ccccc1)c1ccccc1 (configuration not stated),?
COc1ccc(N=C2S[C@H]3[C@H]([C@@H](O)[C@H](O)C[C@@H]3C(N)=O)N2Cc2ccc(-c3ccccn3)cc2)cc1,-23.0%
CCNC(=O)N1CCc2c(sc3ncnc(NCC)c23)C1,?
Cc1cc(C)cc(NC(=O)Cn2c(=O)oc3cc(S(=O)(=O)N4CCCC4)ccc32)c1,i
